Screens: PubChem BioAssay, The Scripps Research Institute Molecular Screening Center
TAAR1 agonist: human TAAR1 agonists, primary screen, Fluo-8 calcium fluorescence, CHO RD-HGA16 cells; 360,000 compounds, 0.99% hits; Trace amine-associated receptor 1 (Homo sapiens), Q96RJ0; AID 624467, 2012; vehicle wells 0%, saturating PEA agonist 100%; activation, % at 3 µM;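 active means activation above the mean activation of all test compounds in the run plus 3 SD, cut at about 38% in these data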
Target sequence (Q96RJ0 whole entry, looked up): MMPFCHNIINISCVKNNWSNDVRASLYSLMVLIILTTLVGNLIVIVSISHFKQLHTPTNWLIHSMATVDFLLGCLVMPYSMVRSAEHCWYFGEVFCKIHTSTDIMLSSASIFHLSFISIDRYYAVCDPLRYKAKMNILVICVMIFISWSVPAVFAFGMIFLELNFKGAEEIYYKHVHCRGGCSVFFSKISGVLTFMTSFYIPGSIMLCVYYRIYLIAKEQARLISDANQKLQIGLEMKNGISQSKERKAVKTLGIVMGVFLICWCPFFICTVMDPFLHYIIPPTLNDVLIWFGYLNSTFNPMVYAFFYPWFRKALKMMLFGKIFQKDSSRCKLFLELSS
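Signal – calcium-sensitive Fluo-8 signal, excitation 470-495, emission 515-575 nm · System – RD-HGA16 (CHO) cells co-expressing Gα16 and hTAAR1 · Incubation – 17-24 h seeding, 75 min 37 °C dye, 30 min RT · Compound dosing – 3 µM single concentration · Repeats – no replicates (n 1)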
CHO parental Ca: ATP-evoked calcium signal inhibitors, parental CHO, primary screen, counter-screen for OX1R antagonist project, cell-based, fluorescence, Fluo-8 calcium dye. parental CHO-K1, ATP-induced calcium, Fluo-8 fluorescence. inhibition, % at 5.6 µM. 330,000 compounds, 0.63% hits. AID 463079, 2010;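 active means inhibition above that plate's mean sample inhibition plus 3 SD, cut at about 26% in these data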;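 further: 0% = ATP-challenged DMSO wells and 100% = DMSO wells without ATP; some compounds past the cut are filed as inactive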
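Material: Parental CHO cells | Reagent: ATP | Compound dosing: Single nominal dose of 5.6 µM per compound | Detection: Intracellular calcium via Fluo-8 no-wash fluorescent dye | Read-out: % inhibition of ATP-induced calcium mobilization | Benchmarks: Low control ATP plus DMSO, high control DMSO only | Replicates: Singlicate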
OXTR ag: human OXTR agonists, primary screen, fluorescence, CHO-OTR cells, Fluo-8 calcium; Oxytocin receptor (Homo sapiens), P30559; 320,000 compounds, 0.32% hits; Fluo-8 calcium fluorescence; normalized: DMSO 0%, oxytocin 100%; activation, % at 3 µM;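 active means activation above the mean of all tested compounds plus 3 SD, cutoff set per screening run, cut at about 20% in these data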;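 further: peak over basal fluorescence ratio from a 100 s FLIPR kinetic read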
Target sequence (P30559 whole entry, looked up): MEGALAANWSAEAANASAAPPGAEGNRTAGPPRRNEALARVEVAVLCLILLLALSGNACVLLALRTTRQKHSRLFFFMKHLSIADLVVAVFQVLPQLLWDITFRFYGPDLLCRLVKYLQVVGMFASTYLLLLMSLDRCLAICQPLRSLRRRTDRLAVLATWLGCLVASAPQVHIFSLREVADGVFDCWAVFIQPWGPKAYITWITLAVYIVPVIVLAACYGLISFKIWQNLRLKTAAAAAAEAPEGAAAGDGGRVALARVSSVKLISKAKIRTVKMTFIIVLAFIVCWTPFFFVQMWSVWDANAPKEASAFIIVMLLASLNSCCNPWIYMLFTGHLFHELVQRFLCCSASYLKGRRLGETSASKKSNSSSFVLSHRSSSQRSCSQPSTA
CHRM1 PAM: human M1 muscarinic receptor positive allosteric modulators, primary screen, CHO-K1 cells, Fluo-8 calcium fluorescence, 1536-well; Muscarinic acetylcholine receptor M1 (Homo sapiens), P11229; 360,000 compounds, 0.088% hits; CHO-K1 hM1, ACh EC20; 0% = ACh EC20, 100% = maximal ACh; activation, % at 3 µM; in the data active means activation above about 19%, passing the limit was not always enough
V1aR counter: agonists of human V1a receptor, primary screen, counter-screen for OXTR agonist project, fluorescence, CHO-V1R cells | Fluo-8 calcium fluorescence, agonist mode; 0% DMSO, 100% 3 nM vasopressin | activation, % at 3 µM | 320,000 compounds, 0.25% hits;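 active means activation above the mean activation of all tested compounds plus 3 SD, per screening run, cut at about 20% in these data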;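 further: signal is peak over basal fluorescence ratio across a 100 second FLIPR read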
TAAR1 antag: human TAAR1 antagonists, primary screen, Fluo-8 calcium fluorescence, CHO RD-HGA16 cells; antagonist; inhibition, % at 3 µM; Trace amine-associated receptor 1 (Homo sapiens), Q96RJ0; 360,000 compounds, 1.5% hits;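 active means inhibition above a per-plate cutoff, the mean inhibition of test compounds on that plate plus 3 SD, cut at about 49% in these data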;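 further: 0% = DMSO plus EC80 beta-PEA response and 100% = DMSO alone without agonist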
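Test system: hTAAR1-expressing CHO RD-HGA16 cells, Gα16-coupled; Probe or stimulus: EC80 β-phenethylamine stimulus; Compound dosing: single nominal final test compound concentration of 3 µM; Timing: 140 s kinetic read after compound, 140 s after agonist; Signal: Fluo-8 calcium-sensitive fluorescence; Measure: % inhibition of agonist calcium response; Controls: DMSO and EC80 PEA controls.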
CHRM1 agonist: human M1 muscarinic receptor agonists, primary screen, Fluo-8 calcium fluorescence, CHO-K1 cells, HTS. Muscarinic acetylcholine receptor M1 (Homo sapiens), P11229. CHO-K1 hM1, agonist mode; 0% DMSO, 100% acetylcholine EC100. activation, % at 3 µM. 360,000 compounds, 0.33% hits. AID 588814, 2011;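 active means activation above the run's mean compound activation plus 3 SD, cut at about 16% in these data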;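 further: peak over basal fluorescence ratio within a 140 s kinetic read after compound addition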
OXTR potentiator: human OXTR potentiators, primary screen, fluorescence, CHO-OTR cells, Fluo-8 calcium | Fluo-8 calcium fluorescence, potentiator mode; 0% = oxytocin EC15, 100% = EC100 | activation, % at 3 µM | 320,000 compounds, 0.061% hits | AID 2445, 2010;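 active means activation above that plate's cutoff, the mean activation of tested compounds plus 3 SD, cut at about 6.6% in these data, passing the limit was not always enough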;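 further: 100% uses oxytocin at 75 nM as the full agonist control; some results filed as inactive read as strong as hits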
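Assay system: CHO cell line stably expressing human OTR. Reagent: EC15 oxytocin agonist. Dosing: single dose, 3.0 µM nominal final compound concentration. Timing: compound 6 min at room temperature before oxytocin, 100 s read. Signal: kinetic Fluo-8 calcium fluorescence. Controls: oxytocin EC15 low and EC100 high.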
M1 antag: human M1 muscarinic receptor antagonists, primary screen, CHO-K1 cells, Fluo-8 calcium fluorescence, 1536-well | 360,000 compounds, 1.3% hits | CHO-K1 hM1, ACh EC80 antagonist | Muscarinic acetylcholine receptor M1 (Homo sapiens), P11229 | inhibition, % at 3 µM;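 active means percent inhibition above its own plate's cutoff, namely the mean of that plate's compound wells plus 3 SD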;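 further: peak over basal fluorescence ratio during 140 s after agonist addition; 0% = ACh EC80 plus DMSO and 100% = DMSO alone without agonist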
Active calls of the source: *; nt = no result given.

SMILES | TAAR1 agonist | CHO parental Ca | OXTR ag | CHRM1 PAM | V1aR counter | TAAR1 antag | CHRM1 agonist | OXTR potentiator | M1 antag
Cc1cccc(N2CCN(C(=O)C3CCN(c4ncnc5c4nc4n5CCCCC4)CC3)CC2C)c1 (stereo not drawn) | 13 | 3 | 6.3 | -16 | 14 | 49* | 6 | -7 | 36
O=C1C(Cc2ccc(F)cc2)SC(=Nc2ccccc2)N1c1ccccc1 (stereo not drawn) | 3 | -29 | -1.4 | -8 | -0.9 | -23 | -7 | -10 | -2
C(=Nn1cnnc1)c1ccc2c(c1)CCC2 | -1 | nt | nt | 2 | nt | 2 | -4 | nt | -4
Cc1cccc(C(=O)Nc2cc(Cl)ccc2-n2cncn2)c1[N+](=O)[O-] | -1 | -24 | 1.0 | 3 | 0.1 | -4 | -2 | 2 | 1
O=C(O)c1ccc(-c2nc3scc(-c4ccccc4)c3c(=O)[nH]2)cc1 | -1 | -10 | 0.4 | 7 | 0.1 | -3 | 0 | 0 | -11
CN(Cc1ccccc1)C(=O)COC(=O)c1ccc2c(c1)OCO2 | -3 | -11 | 1.2 | -5 | 1.1 | 15 | -3 | 5 | 14
COc1ccc(CCNC(=O)C2CCCN(c3nc4ccccc4s3)C2)cc1OC (stereo not drawn) | 6 | -11 | 2.8 | -11 | 7.3 | 35 | 3 | -11 | 13
O=C1c2ccccc2/C(=C\c2ccc3[nH]ccc3c2)N1c1ccccc1 | 7 | -14 | -1.2 | 2 | 0.5 | 27 | -6 | -9 | -1
Cc1cccc(NC(=S)NC(=O)c2ccc(Br)o2)c1C | 20 | -11 | 1.0 | 1 | 7.2 | 18 | -6 | -10 | -4
O=C(COC(=O)/C=C/c1ccc(Cl)cc1Cl)NCC1CCCO1 (stereo not drawn) | 1 | -7 | 6.1 | -8 | 5.5 | -4 | -2 | -10 | 17
COc1ccc(C(=O)CSc2nc3nc(C)cc(C)n3n2)cc1OC | 1 | -5 | -1.1 | 1 | -0.1 | 1 | -5 | 0 | -8
Cc1cccc(/C(N)=N/OC(=O)c2ccc(F)cc2)c1 | 5 | -4 | 0.3 | 8 | 0.8 | -6 | -7 | -3 | -6
Cc1cc(=O)nc2c3ccccc3n(CC(=O)NCCCN3CCCCC3C)n12 (stereo not drawn) | 1 | -11 | 5.3 | -8 | 0.5 | 7 | -4 | -5 | 19
COc1cccc(C(=O)NCC(=O)OCC(=O)c2ccccc2)c1 | 7 | -12 | -0.2 | 2 | 0.2 | -2 | -1 | -3 | -2
CC(=O)c1c(N2CCN(C)CC2)nc(=S)n(Cc2ccccc2)c1C | 2 | -8 | -0.1 | 0 | -0.5 | 5 | -10 | -12 | -11
O=C(NCCCn1ccnc1)C1CCCN(S(=O)(=O)c2cc(Cl)ccc2Cl)C1 (stereo not drawn) | -4 | -4 | 2.2 | 2 | 1.1 | -3 | -12 | 5 | 5
CC(=O)c1c(C)nc(-c2ccc(OCC(=O)Nc3cccc(C)c3C)cc2)n1O | 4 | -3 | 1.2 | 5 | 2.1 | 13 | -4 | -18 | 0
COC(=O)c1ccc2c(=O)n(CCCCCC(=O)NCc3ccccn3)c(=O)[nH]c2c1 | 3 | -6 | -0.5 | 5 | 1.6 | -2 | -2 | -16 | 4
CN(CCCC(=O)NCCc1ccccc1)S(=O)(=O)c1ccc([N+](=O)[O-])cc1 | 5 | -12 | -0.2 | 2 | 1.4 | 2 | -3 | -14 | -7
O=C(C[C@H]1C[C@H](C(=O)N2CCOCC2)[C@@]2(CCC3CCCC3)c3[nH]c4ccc(Cl)cc4c3CCN2C1=O)NCC12CC3CC(CC(C3)C1)C2 | 0 | -6 | nt | 4 | nt | -15 | -4 | nt | -6
O=C(Oc1ccccc1)c1c(Cl)cccc1P(=O)(O)O | 16 | -6 | 0.3 | 1 | -0.6 | -3 | -2 | -12 | 3
COc1ccc(C(CC(=O)NCCCN2CCOCC2)NS(=O)(=O)c2ccc(C)cc2)cc1 (stereo not drawn) | 2 | -15 | 3.3 | 2 | 0.3 | -5 | -4 | -3 | -20
CCC1Sc2ccc(S(=O)(=O)CCC(=O)Nc3ccc(NC(C)=O)cc3)cc2NC1=O (stereo not drawn) | 0 | -9 | 0.5 | 5 | -0.1 | -4 | -5 | -2 | -7
FC(F)(F)c1ccc(CSc2nccn2-c2ccccc2)cc1 | 18 | -22 | -1.9 | -11 | -1.2 | 3 | -2 | -3 | 7
O=c1[nH]c(SCc2cccc(F)c2)nc2c1CCCC2 | 6 | -3 | -2.8 | 6 | -1.0 | -6 | -8 | -8 | -4
Cc1nc2scc(-c3ccccc3)c2c(=O)o1 | 5 | -2 | 0.3 | -3 | 0.1 | 5 | 0 | -11 | 21
COCC1CCCCN1C(=O)c1ccc(OC2CCN(Cc3ccccn3)CC2)cc1 (stereo not drawn) | 3 | -9 | 1.2 | -2 | 0.8 | -17 | -6 | -1 | 4
CCNC(=O)COc1cccc(C(=O)NCc2ccccc2)c1 | 0 | -1 | -0.1 | 11 | -0.2 | -12 | -5 | 0 | -12
Cc1ccc(NC(=O)CCNC(=O)Cn2ccc3ccccc3c2=O)cc1F | 2 | -13 | -0.5 | 11 | -0.3 | -14 | -4 | -1 | -12
COc1ccccc1-c1nc(C#N)c(N2CCc3ccccc3C2)o1 | 13 | -27 | -1.6 | -5 | -0.7 | 27 | -8 | -4 | -1

Reprinted from the listing for reference:
SMILES | TAAR1 agonist | CHO parental Ca | OXTR ag | CHRM1 PAM | V1aR counter | TAAR1 antag | CHRM1 agonist | OXTR potentiator | M1 antag
Cc1ccc(NC(=O)CCNC(=O)Cn2ccc3ccccc3c2=O)cc1F | 2 | -13 | -0.5 | 11 | -0.3 | -14 | -4 | -1 | -12
COc1ccccc1-c1nc(C#N)c(N2CCc3ccccc3C2)o1 | 13 | -27 | -1.6 | -5 | -0.7 | 27 | -8 | -4 | -1

Remaining list, next part:
SMILES | TAAR1 agonist | CHO parental Ca | OXTR ag | CHRM1 PAM | V1aR counter | TAAR1 antag | CHRM1 agonist | OXTR potentiator | M1 antag
O=C(COc1ccccc1/C=C\c1[nH]c(=O)[nH]c(=O)c1[N+](=O)[O-])Nc1ccccc1 | 2 | -18 | -1.5 | 3 | 0.6 | -18 | -3 | -15 | 0
Cc1ccc(S(=O)(=O)C(CCC(=O)N2CCOCC2)S(=O)(=O)c2ccc(C)cc2)cc1 | 9 | -11 | -0.5 | 4 | 0.3 | 31 | -2 | -2 | -8
COc1ccccc1OCc1nnc(SCCN2CCOCC2)o1 | 8 | -8 | 0.7 | 11 | 0.3 | 8 | -4 | 1 | -19
COCCNC(=O)c1ccc(-c2cn[nH]c2)c2ccoc12 | 1 | nt | nt | 13 | nt | -4 | 6 | nt | 0
S=C(c1ccccc1)N1CCN(C(=S)c2ccccc2)CC1 | 1 | -1 | -0.5 | 8 | 0.6 | -19 | -8 | -1 | -5
C=C1C(=O)[C@]23C[C@H]1CCC2[C@@]1(C)C(C[C@@H]3O)[C@](C)(C(=O)OC)CC[C@@H]1OC(C)=O (stereo partly drawn) | 23 | nt | nt | -23 | nt | 43 | -6 | nt | 52*
COc1cc(NC(=O)c2ccc(-c3ccc(Br)cc3)o2)ccc1NC(=O)C(C)C | 5 | -11 | -0.4 | -9 | -0.7 | 22 | -1 | -11 | 10
COc1ccc(-c2nnc(SCC(=O)NCc3cccs3)n2C(C)C)cc1 | 20 | -9 | -0.7 | 2 | 0.1 | -12 | 1 | -4 | -6
C=CC[C@H](CC(=O)N(CCO)Cc1ccccc1)C(=O)N[C@@H](COC(=O)[C@H](CC=C)CC(=O)OC(C)(C)C)Cc1c[nH]c2ccccc12 | 14 | -10 | -1.5 | -9 | 0.2 | 69* | -5 | -9 | 17
CN(Cc1ccccc1)C(=O)COC(=O)c1ccccc1NS(=O)(=O)c1cccc(N)c1 | 7 | -10 | 2.7 | 10 | 2.7 | -7 | -3 | -6 | -20
Cc1ccc(N(C(=O)C2CCCO2)C2C=CS(=O)(=O)C2)cc1Cl (stereo not drawn) | 7 | -6 | 0.4 | 6 | 1.4 | -9 | 0 | -8 | -17
O=C(CC1=NCCNC(c2ccccc2)C1)c1ccccc1O (stereo not drawn) | 17 | 0 | 14 | -2 | 7.7 | -3 | -2 | -9 | 8
Cc1cccc(NS(=O)(=O)c2cccc(C(=O)N3CCN(c4ccccn4)CC3)c2)c1 | 7 | -19 | 3.6 | -1 | 5.8 | 32 | -1 | -9 | -4
COc1ccccc1-c1nnc(SCC(=O)Nc2ccc(S(N)(=O)=O)cc2)n1C | 8 | -1 | 1.3 | 9 | -0.1 | 6 | -6 | 2 | -8
Cc1nc2ccccn2c1/C(O)=C1\C(=O)C(=O)N(CCN(C)C)C1c1ccco1 (stereo not drawn) | 0 | -10 | 0.8 | -3 | 0.5 | 6 | -6 | -6 | 1
Cc1ccnc2nc(C(=O)OCC(=O)Nc3ccccc3C(C)(C)C)nn12 | -1 | -9 | -1.3 | 9 | -0.1 | 10 | -2 | -7 | -10
CCNc1nc(SCCOc2ccc(C)cc2)nc(N(C)C)n1 | 10 | -19 | 0.6 | 6 | -0.7 | 17 | -2 | -6 | -4
CCc1nnc(NC(=O)[C@@H](NC(=O)c2cccc(C)c2)C(C)C)s1 | -1 | -16 | -2.2 | -3 | -0.8 | 14 | -7 | -6 | 2

Among those listed so far, 2 contain bromine:
SMILES | TAAR1 agonist | CHO parental Ca | OXTR ag | CHRM1 PAM | V1aR counter | TAAR1 antag | CHRM1 agonist | OXTR potentiator | M1 antag
Cc1cccc(NC(=S)NC(=O)c2ccc(Br)o2)c1C | 20 | -11 | 1.0 | 1 | 7.2 | 18 | -6 | -10 | -4
COc1cc(NC(=O)c2ccc(-c3ccc(Br)cc3)o2)ccc1NC(=O)C(C)C | 5 | -11 | -0.4 | -9 | -0.7 | 22 | -1 | -11 | 10

The order is random; overall some 3.7% were active at least once.
